Source: PubChem BioAssay
NPY-Y2 PAM-ag – potentiates or activates human NPY-Y2 receptor. cells expressing NPY-Y2, potentiator/agonist read-out. 220,000 tested, 0.45% active. P49146. activation, % at 3.6 µM; in the data active means activation above about 27%;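 further: cells stimulated with NPY near EC25 plus isoproterenol at EC100; 0% = vehicle plus submaximal agonist and 100% = vehicle plus saturating agonist; some results beyond the cut were filed as inactive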
Target sequence (P49146 whole entry, looked up): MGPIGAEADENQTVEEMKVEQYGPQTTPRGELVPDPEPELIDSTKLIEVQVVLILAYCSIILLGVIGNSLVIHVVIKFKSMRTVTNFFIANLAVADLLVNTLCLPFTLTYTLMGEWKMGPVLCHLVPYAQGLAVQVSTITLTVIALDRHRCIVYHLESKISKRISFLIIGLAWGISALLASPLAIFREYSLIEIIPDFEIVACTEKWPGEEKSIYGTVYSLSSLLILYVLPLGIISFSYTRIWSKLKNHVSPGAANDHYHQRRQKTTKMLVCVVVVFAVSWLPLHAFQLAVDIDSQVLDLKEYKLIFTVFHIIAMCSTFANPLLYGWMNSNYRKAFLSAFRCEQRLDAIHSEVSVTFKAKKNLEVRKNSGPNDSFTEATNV
S1P4 agonist – activates the human S1P4 receptor; S1P4-expressing cell line, agonist reporter assay; activation, % at 4.98 µM; 220,000 tested, 0.35% active; in the data active means activation above about 11%;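 further: 0% = DMSO vehicle and 100% = reference agonist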
TRPML3 ag – activates the human TRPML3 channel | HEK293 TRPML3-YFP, Fluo-8 calcium fluorescence; 100% = the carbachol control signal | activation, % at 3 µM | 220,000 tested, 0.29% active | AID 1448;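 active means activation above its plate's cutoff, the mean activation of the plate's test wells plus 3 SD, cut at about 12% in these data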;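 further: 0% = DMSO only wells and 100% = carbachol wells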
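Material: HEK293 cells stably carrying human TRPML3-YFP; compound dosing: single dose, 3 µM final nominal compound, 0.3% DMSO final; incubation: 1-h 37 °C dye load, 5-s basal, 120-s post-compound reads; technique: Fluo-8 intracellular calcium fluorescence, excitation 470-495 nm, emission 515-575 nm; read-out basis: percent activation from peak-to-basal fluorescence ratio, scaled between DMSO and carbachol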
NPY-Y1 antag – blocks the human neuropeptide Y Y1 receptor. 200,000 tested, 1% active. P25929. HEK293-CNG Y1 cells, membrane potential fluorescence; NPY at EC95, then isoproterenol. inhibition, % at 3.6 µM;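 active means inhibition above the campaign mean inhibition of all tested compounds plus 3 SD, cut at about 20% in these data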;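 further: 0% = DMSO wells given NPY plus isoproterenol and 100% = isoproterenol alone without NPY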
Target sequence (P25929 whole entry, looked up): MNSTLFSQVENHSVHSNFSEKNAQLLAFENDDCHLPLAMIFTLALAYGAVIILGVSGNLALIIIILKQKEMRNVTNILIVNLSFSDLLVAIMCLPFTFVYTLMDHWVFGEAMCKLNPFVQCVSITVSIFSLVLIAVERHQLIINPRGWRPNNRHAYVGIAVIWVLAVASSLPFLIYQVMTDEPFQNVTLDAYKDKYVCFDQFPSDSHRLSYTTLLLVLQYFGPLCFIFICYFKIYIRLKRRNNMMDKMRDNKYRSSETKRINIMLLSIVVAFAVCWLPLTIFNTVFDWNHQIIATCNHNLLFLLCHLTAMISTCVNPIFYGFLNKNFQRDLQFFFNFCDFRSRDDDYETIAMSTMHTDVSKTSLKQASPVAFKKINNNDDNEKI
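System: HEK293 cells with Y1 receptor plus CNG channel / Probe or stimulus: NPY 25 nM then isoproterenol 1 µM plus Ro 20-1724 25 µM / Compound: one concentration, 3.6 µM, in 0.4% DMSO / Schedule: compound incubation 1 h at room temperature, readout 45 min post-stimulation / Measured by: membrane potential fluorescence / Read-out: % inhibition of NPY effect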
S1P4 antag – blocks the human S1P4 receptor; O95977; S1P4-expressing cells, antagonist mode, reporter read-out; inhibition, % at 4.98 µM; 220,000 tested, 0.26% active; AID 1510; in the data active means inhibition above about 29%;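 further: 0% = wells stimulated with agonist and 100% = vehicle wells without agonist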
NPY1 pot ag – potentiators or agonists of human neuropeptide Y receptor Y1; NPY-Y1 expressing cells, potentiator/agonist activation; activation, % at 3.6 µM; 220,000 tested, 0.37% active; in the data active means activation above about 33%, passing the limit was not always enough;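 further: cells stimulated with NPY at EC10 then isoproterenol at EC100; 0% = low agonist plus stimulus and 100% = saturating agonist plus stimulus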
zfTRPN1 agonist – activates the zebrafish TRPN1 channel | HEK293 zebrafish TRPN1-YFP, Fluo-8 calcium fluorescence; 100% = response to 87 µM carbachol | activation, % at 3 µM | 220,000 tested, 0.18% active;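 active means activation above its plate's cutoff, the mean activation of test wells on that plate plus 3 SD, cut at about 19% in these data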;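 further: 0% = DMSO alone and 100% = 87 µM carbachol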
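Material: zebrafish TRPN1-YFP in HEK293 cells. Doses: one dose of 3 µM, 0.3% DMSO. Incubation: dye 1 h 37 °C plus 30 min RT. Measured by: intracellular calcium fluorescence with Fluo-8.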
CHOP inhibitor – blocks CHOP induction under ER stress; CHO-K1 CHOP-promoter luciferase, tunicamycin-induced, 15-18 h; 220,000 tested, 3.8% active; inhibition, % at 10 µM;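 active means compounds that reduced the stress-induced luciferase reporter signal by more than about 70% of percent inhibition, limit read from the data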;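 further: 0% = tunicamycin plus vehicle and 100% = wells without tunicamycin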
EP2 mod – modulators of human EP2 prostaglandin E2 receptor | P43116 | EP2-expressing cells, cAMP HTRF FRET, PGE2 co-stimulation | induction, % at 25 µM | 260,000 tested, 0.83% active;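 active means compounds whose cAMP rise, as percent of the full-agonist control response, exceeds 60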;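 further: rat C6 glioma line stably carrying human EP2 under a CMV promoter; the protocol text gives 20 µM as final concentration; 100% = response of wells given 1 µM PGE2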
Starred values were filed as active, the others as inactive; & = joins results of further samples.

`CCCn1c(NCc2cccc(OC)c2O)nc2ccccc21` gave NPY-Y2 PAM-ag 6, S1P4 agonist 0.1, TRPML3 ag 0.2, NPY-Y1 antag 1, S1P4 antag 4, NPY1 pot ag -12, zfTRPN1 agonist -0.8, CHOP inhibitor -28 and EP2 mod -5.
Screening CCOC(=O)C1CCN(c2nc(C)cc(C)c2C#N)CC1 returned NPY-Y2 PAM-ag -26, S1P4 agonist 0.1, TRPML3 ag -0.1, NPY-Y1 antag 0, S1P4 antag -4, NPY1 pot ag -20, zfTRPN1 agonist -1.5, CHOP inhibitor -3 and EP2 mod 4.
Screening NC(=O)c1ccccc1OCC(=O)c1ccc(Cl)cc1 returned NPY-Y2 PAM-ag -17, S1P4 agonist 1.1, TRPML3 ag -2.1, NPY-Y1 antag 12, S1P4 antag -5, NPY1 pot ag -9, zfTRPN1 agonist 0.5, CHOP inhibitor 10 and EP2 mod -52.
Screening Cc1ccc(NC(=O)CCC(=O)NNC(=O)COc2ccccc2)c(C)c1 returned NPY-Y2 PAM-ag -1, S1P4 agonist -0.8, TRPML3 ag 0.9, NPY-Y1 antag 5, S1P4 antag -15, NPY1 pot ag 7, zfTRPN1 agonist 0.5, CHOP inhibitor -6 and EP2 mod 14.
CCOC(=O)CC(=O)CSCC(=O)Nc1ccc(C)cc1 was read as NPY-Y2 PAM-ag -9, S1P4 agonist -4.5, TRPML3 ag -0.1, NPY-Y1 antag -1, S1P4 antag -1, NPY1 pot ag -15, zfTRPN1 agonist -1.1, CHOP inhibitor 13 and EP2 mod -14.
For CCNC(=O)N1CCCC(C(=O)c2ccc(OC)c(OC)c2)C1 (stereo not given) the results were NPY-Y2 PAM-ag -4, S1P4 agonist 0.3, TRPML3 ag 0.2, NPY-Y1 antag 3, S1P4 antag -8, NPY1 pot ag 16, zfTRPN1 agonist 0.6, CHOP inhibitor 9 and EP2 mod 49.
For CC(C)c1nnc(SCC(=O)N2CCc3ccccc32)n1C the results were NPY-Y2 PAM-ag -14, S1P4 agonist 0.9, TRPML3 ag 0.7, NPY-Y1 antag 0, S1P4 antag -24, NPY1 pot ag -14, zfTRPN1 agonist 2.3, CHOP inhibitor 28 and EP2 mod 13.
COc1cccc(N2C(=O)CC(N3CCN(S(=O)(=O)c4ccccc4)CC3)C2=O)c1 (stereo not given) was read as NPY-Y2 PAM-ag 12, S1P4 agonist 3.2, TRPML3 ag 1.3, NPY-Y1 antag 7, S1P4 antag 2, NPY1 pot ag -15, zfTRPN1 agonist 0.4, CHOP inhibitor 57 and EP2 mod -14.
Screening O=C(COc1cccc2c1CCN(Cc1ccccc1)C2=O)N1CCCCC1 returned NPY-Y2 PAM-ag 2, S1P4 agonist 0.7, TRPML3 ag 1.6, NPY-Y1 antag 1, S1P4 antag -3, NPY1 pot ag -2, zfTRPN1 agonist 3.6, CHOP inhibitor 19 and EP2 mod -7.
For Cc1cc(=O)[nH]c(SCC(=O)Nc2ccc(C)c(S(=O)(=O)N3CCCCC3)c2)n1 the results were NPY-Y2 PAM-ag -17, S1P4 agonist 2.0, TRPML3 ag 0.2, S1P4 antag -31, NPY1 pot ag -1, zfTRPN1 agonist 3.4, CHOP inhibitor -2 and EP2 mod 34.
Screening C=CCn1c(SC(C)C(=O)NCc2ccc3c(c2)OCO3)nc2scc(-c3ccccc3)c2c1=O (stereo not given) returned NPY-Y2 PAM-ag -10, S1P4 agonist 1.3, TRPML3 ag -0.4, NPY-Y1 antag 2, S1P4 antag -3, NPY1 pot ag -21, zfTRPN1 agonist -0.7, CHOP inhibitor 24 and EP2 mod 39.
Screening COc1ccc(-c2onc(C)c2-c2cnn(-c3ccccc3)c2)c(O)c1C returned NPY-Y2 PAM-ag -44, S1P4 agonist -3.0, TRPML3 ag -1.3, NPY-Y1 antag 31*, S1P4 antag 7, NPY1 pot ag -34, zfTRPN1 agonist -2.8, CHOP inhibitor 18 and EP2 mod -35.
`Cc1ccc(-c2cc(N)n[nH]2)cc1` gave NPY-Y2 PAM-ag 8, S1P4 agonist 3.0, TRPML3 ag -0.1, NPY-Y1 antag -3, S1P4 antag 5, NPY1 pot ag 6, zfTRPN1 agonist 0.3, CHOP inhibitor 8 and EP2 mod -38&-18.
`C[C@@H]1CC[C@@]2(O[C@H](CCO)C[C@H](O)[C@H]2O)O1` gave NPY-Y2 PAM-ag -6, S1P4 agonist 1.9, TRPML3 ag 0.9, NPY-Y1 antag -9, S1P4 antag -14, NPY1 pot ag 10, zfTRPN1 agonist 2.7, CHOP inhibitor 3 and EP2 mod 19.
`Nn1c(COc2ccccc2)nc2ccccc2c1=O` gave NPY-Y2 PAM-ag 0, S1P4 agonist 2.1, TRPML3 ag -0.2, NPY-Y1 antag -6, S1P4 antag -1, NPY1 pot ag 1, zfTRPN1 agonist -0.1, CHOP inhibitor 14 and EP2 mod 14.
`COC(=O)C(CC(C)C)NC(=O)CSc1nc(-c2ccccc2)c(C#N)c(=O)[nH]1` (stereo not given) gave NPY-Y2 PAM-ag -3, S1P4 agonist 1.1, TRPML3 ag 0.9, NPY-Y1 antag -2, S1P4 antag -16, NPY1 pot ag -15, zfTRPN1 agonist 0.0, CHOP inhibitor 31 and EP2 mod 47.
c1cncc(CNc2ncnc3sc4c(c23)CCCC4)c1 was read as NPY-Y2 PAM-ag -6, S1P4 agonist 2.7, TRPML3 ag 0.1, NPY-Y1 antag 2, S1P4 antag -16, NPY1 pot ag -8, zfTRPN1 agonist -1.4, CHOP inhibitor 1 and EP2 mod -16.
`Cc1nn(C(=O)CCCC(=O)n2nc(C)c(Cl)c2C)c(C)c1Cl` gave NPY-Y2 PAM-ag 7, S1P4 agonist 1.3, TRPML3 ag 1.3, NPY-Y1 antag -1, S1P4 antag 2, NPY1 pot ag 2 and zfTRPN1 agonist 0.7.
Screening Cc1nn(CCC(=O)NNC(=S)Nc2ccc([N+](=O)[O-])cc2)c(C)c1[N+](=O)[O-] returned NPY-Y2 PAM-ag 7, S1P4 agonist 0.0, TRPML3 ag 0.7, NPY-Y1 antag 0, S1P4 antag 1, NPY1 pot ag 22, zfTRPN1 agonist -1.2, CHOP inhibitor 12 and EP2 mod -2.
CCCCOc1ccc2c(c1)/C(=C(\C(Cl)=C(Cl)Cl)[N+](=O)[O-])N2 was read as NPY-Y2 PAM-ag -9, S1P4 agonist 0.8, TRPML3 ag 0.7, NPY-Y1 antag 0, S1P4 antag 7, NPY1 pot ag -13, zfTRPN1 agonist -0.3, CHOP inhibitor 20 and EP2 mod 6.

Sorted by molar mass (highest first): three of the compounds above
`Cc1nn(C(=O)CCCC(=O)n2nc(C)c(Cl)c2C)c(C)c1Cl` gave NPY-Y2 PAM-ag 7, S1P4 agonist 1.3, TRPML3 ag 1.3, NPY-Y1 antag -1, S1P4 antag 2, NPY1 pot ag 2 and zfTRPN1 agonist 0.7.
Screening NC(=O)c1ccccc1OCC(=O)c1ccc(Cl)cc1 returned NPY-Y2 PAM-ag -17, S1P4 agonist 1.1, TRPML3 ag -2.1, NPY-Y1 antag 12, S1P4 antag -5, NPY1 pot ag -9, zfTRPN1 agonist 0.5, CHOP inhibitor 10 and EP2 mod -52.
`Nn1c(COc2ccccc2)nc2ccccc2c1=O` gave NPY-Y2 PAM-ag 0, S1P4 agonist 2.1, TRPML3 ag -0.2, NPY-Y1 antag -6, S1P4 antag -1, NPY1 pot ag 1, zfTRPN1 agonist -0.1, CHOP inhibitor 14 and EP2 mod 14.

The list continues.
Screening COC(=O)c1c(NC(=O)CSc2ccccc2N)sc(C)c1C returned NPY-Y2 PAM-ag -14, S1P4 agonist 0.4, TRPML3 ag -0.3, NPY-Y1 antag 0, S1P4 antag 12, NPY1 pot ag -30, zfTRPN1 agonist -1.4, CHOP inhibitor 6 and EP2 mod 54.
Screening O=C(O)CN(C1CCCCC1)S(=O)(=O)c1ccc(F)cc1 returned NPY-Y2 PAM-ag -6, S1P4 agonist 0.5, TRPML3 ag 1.5, NPY-Y1 antag 16, S1P4 antag 0, NPY1 pot ag 2, zfTRPN1 agonist 1.1, CHOP inhibitor 6 and EP2 mod -9.
For COc1ccc(N2Cc3ccccc3C2=NC(=O)c2cncc(Br)c2)cc1 the results were NPY-Y2 PAM-ag 11, S1P4 agonist 1.5, TRPML3 ag 0.2, NPY-Y1 antag 8, S1P4 antag -27, NPY1 pot ag 4, zfTRPN1 agonist -0.4, CHOP inhibitor 2 and EP2 mod 30.
For CCc1ccc(NC(=O)COc2ccc(/C=C(/C#N)c3nc4ccccc4[nH]3)cc2OC)cc1 the results were NPY-Y2 PAM-ag -16, S1P4 agonist 0.4, TRPML3 ag -0.4, NPY-Y1 antag 2, S1P4 antag -3, NPY1 pot ag -18, zfTRPN1 agonist -0.7, CHOP inhibitor 87* and EP2 mod -9.
Screening S=C(NCc1ccccc1)N1CCN(c2cccc(Cl)c2)CC1 returned NPY-Y2 PAM-ag -13, S1P4 agonist 2.0, TRPML3 ag 0.0, NPY-Y1 antag 2, S1P4 antag -8, NPY1 pot ag -15, zfTRPN1 agonist -0.5, CHOP inhibitor 52 and EP2 mod -59.
For CCNS(=O)(=O)c1c(C)cc(C)c(N(C)S(=O)(=O)c2ccccc2)c1C the results were NPY-Y2 PAM-ag 1, S1P4 agonist 0.6, TRPML3 ag 2.1, NPY-Y1 antag 6, S1P4 antag 2, NPY1 pot ag -10, zfTRPN1 agonist 0.8, CHOP inhibitor -10 and EP2 mod -10.
`CCOC(=O)C1CCN(C(=O)COc2cccc(C)c2)CC1` gave NPY-Y2 PAM-ag -13, S1P4 agonist -1.0, TRPML3 ag 1.1, NPY-Y1 antag -4, S1P4 antag -2, NPY1 pot ag -21, zfTRPN1 agonist 1.5, CHOP inhibitor 29 and EP2 mod 19.
COC(=O)C(NC=O)C(O)(Cc1ccccc1)C(F)(F)F (stereo not given) was read as NPY-Y2 PAM-ag -1, S1P4 agonist 0.6, TRPML3 ag 0.7, NPY-Y1 antag 0, S1P4 antag -13, NPY1 pot ag -17, zfTRPN1 agonist 0.6, CHOP inhibitor 2 and EP2 mod 12.
For Cc1ccc(-c2nn[nH]n2)cc1 the results were NPY-Y2 PAM-ag -29, S1P4 agonist 0.9, TRPML3 ag 0.5, NPY-Y1 antag 4, S1P4 antag -24, NPY1 pot ag -13, zfTRPN1 agonist 0.0, CHOP inhibitor 19 and EP2 mod -1.
Screening COc1cnc(-c2ccccn2)nc1N(C)C returned NPY-Y2 PAM-ag -3, S1P4 agonist 2.1, TRPML3 ag 0.3, NPY-Y1 antag 2, S1P4 antag -28, NPY1 pot ag 6, zfTRPN1 agonist 0.8, CHOP inhibitor 51 and EP2 mod -9.

Rows were taken by chance, and some 6.5% of all compounds hit somewhere here.
